Assay outcomes deposited in PubChem BioAssay by National Center for Advancing Translational Sciences (NCATS).
Pin1 inh – inhibitors of human Pin1; AID 504891; Potency, µM (top dose mostly 115 µM), for the others: top-dose activity, negative = inhibition, usual class: inhibitors; Pin1 FP peptide displacement, HiFluor488, 10 min; 390,000 tested, 0.009% active; active = well fitted inhibition curve with a large enough effect in the polarisation, with a control signal flat, not every such curve was filed as active; inconclusive = small, poorly fitted or top-dose-only effect, or effect the other way, or a change in a side signal; inactive = no such curve, though single readings can be large or run the other way; the % refers to the polarisation; also: potency is read from the fitted curve at half-maximal effect; % is scaled to controls: 0 for no effect and ±100 for the full control effect
Target sequence (Q13526 whole entry, looked up): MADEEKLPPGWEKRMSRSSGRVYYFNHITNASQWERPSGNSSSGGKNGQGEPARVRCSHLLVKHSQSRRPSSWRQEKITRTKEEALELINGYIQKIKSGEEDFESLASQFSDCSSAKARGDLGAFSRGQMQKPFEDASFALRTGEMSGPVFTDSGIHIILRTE
mIDH1 inhibitor – blocks human mutant IDH1 R132H enzyme | O75874 | IDH1-R132H enzyme, NADPH consumption, diaphorase/resazurin fluorescence | Potency, µM (titrated, usually from 76.6 µM), for inactives: at the highest dose activity change, negative = inhibition, hits mostly inhibitors | 390,000 tested, 0.093% active | AID 602179; also: potency is read from the fitted curve at half-maximal effect; % is scaled to controls: 0 for no effect and ±100 for the full control effect; nearly all actives have a fitted effect of over 65% in size
Target sequence (O75874 whole entry R132H, stated change not applied): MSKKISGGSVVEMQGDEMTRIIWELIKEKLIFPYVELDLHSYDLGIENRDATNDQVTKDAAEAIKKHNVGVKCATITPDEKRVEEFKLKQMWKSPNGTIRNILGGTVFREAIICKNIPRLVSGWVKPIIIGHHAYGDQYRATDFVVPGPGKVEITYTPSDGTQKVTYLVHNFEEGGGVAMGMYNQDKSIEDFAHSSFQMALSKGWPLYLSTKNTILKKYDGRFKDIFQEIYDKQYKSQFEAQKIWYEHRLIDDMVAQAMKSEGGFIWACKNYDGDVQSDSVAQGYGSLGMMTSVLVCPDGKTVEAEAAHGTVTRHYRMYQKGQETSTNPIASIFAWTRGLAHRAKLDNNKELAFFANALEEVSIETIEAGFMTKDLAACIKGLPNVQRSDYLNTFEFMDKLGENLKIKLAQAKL
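IDH1-R132H (0.5 ug/mL dispensed) in pH 7.5 Tris buffer was preincubated 30 min with compound, then given a substrate mix of 0.016 mM NADPH and 2 mM alpha-KG for 80 min at room temperature; remaining NADPH was read by diaphorase/resazurin fluorescence.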
TrxR1 inh – rat TrxR1 inhibition | O89049 | recombinant rTrxR1, NADPH fluorescence consumption, selenite substrate | Potency, µM (top dose mostly 114 µM), inactives show at the top dose activity change, negative = inhibition, usual class: inhibitors | 390,000 tested, 1% active | AID 588453; also: potency is read from the fitted curve at half-maximal effect; % is scaled to controls: 0 for no effect and ±100 for the full control effect; nearly all actives have a fitted effect of over 65% in size
Target sequence (O89049 whole entry, looked up): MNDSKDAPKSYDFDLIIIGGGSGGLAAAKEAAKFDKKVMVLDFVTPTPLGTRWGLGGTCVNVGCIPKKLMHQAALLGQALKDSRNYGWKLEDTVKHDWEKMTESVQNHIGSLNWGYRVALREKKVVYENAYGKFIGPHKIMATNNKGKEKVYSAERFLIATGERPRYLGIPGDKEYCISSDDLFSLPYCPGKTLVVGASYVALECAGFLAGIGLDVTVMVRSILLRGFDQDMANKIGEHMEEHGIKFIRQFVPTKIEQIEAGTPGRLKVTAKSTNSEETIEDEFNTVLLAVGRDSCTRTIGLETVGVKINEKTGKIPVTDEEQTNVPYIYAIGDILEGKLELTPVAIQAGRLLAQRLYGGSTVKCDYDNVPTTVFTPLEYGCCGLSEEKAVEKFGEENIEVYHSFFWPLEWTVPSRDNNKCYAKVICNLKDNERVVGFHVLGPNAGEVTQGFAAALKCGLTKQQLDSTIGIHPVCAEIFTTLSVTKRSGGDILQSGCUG
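Rat TrxR1 (90 nM in the dispensed reagent) was pre-reduced with 400 uM NADPH for 5 min at room temperature, then incubated with compound for 15 min. After 400 uM selenite was added, NADPH fluorescence (Ex 340/Em 450 nm) was followed for 8 min.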
GLS inhibitor – blocks human kidney-isoform glutaminase activity | GLS enzymatic activity, qHTS titration | Potency, µM (titrated, usually from 45.5 µM), for the others: at the top dose activity change, negative = inhibition, hits mostly inhibitors | 410,000 tested, 0.21% active; also: potency is read from the fitted curve at half-maximal effect; % is scaled to controls: 0 for no effect and ±100 for the full control effect
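Compounds were pin-transferred onto hKGA, after which L-glutamine (1 mM solution) and a detection mix of glutamate oxidase, HRP and Amplex Red were added. Initial and 30 min RT fluorescence reads were collected.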
TrxR1 substrate – rat thioredoxin reductase 1 substrate activity | AID 588456 | O89049 | Potency, µM (highest dose often 114 µM), for the others: at the highest dose activity change, negative = substrate turnover | 390,000 tested, 0.01% active | purified TrxR1 substrate turnover, NADPH consumption readout; also: potency is read from the fitted curve at half-maximal effect; % is scaled to controls: 0 for no effect and ±100 for the full control effect; nearly all actives have a fitted effect of over 50% in size
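Rat TrxR1, dispensed at 90 nM, was prereduced with 400 uM NADPH (final) for 5 min at ~22 deg C, then incubated with compound 15 min before 400 uM selenite. A first-read NADPH fluorescence drop versus no-compound background flagged substrates.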
HP1b chromo inh – inhibitors of HP1-beta chromodomain binding to methylated histone tails; P83916; 390,000 tested, 0.56% active; AID 540317; Potency, µM (series often up to 114 µM), for the others: at the top dose activity change, negative = inhibition, actives largely listed as inhibitors; AlphaScreen HP1-beta / biotin-H3K9me3 peptide binding; also: potency is read from the fitted curve at half-maximal effect; nearly all actives have a fitted effect of over 70% in size; inactives centre near 23
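Compound inhibition of the preformed complex between 50 nM HP1-beta and 50 nM biotinylated H3K9me3 peptide was read by AlphaScreen. Buffer was PBS pH 7.4 with 0.01% Tween-20. Incubations ran 30 min at room temperature, with 10 ug/mL donor/acceptor beads.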
PGK inhibitor – T. brucei PGK inhibition | Potency, µM (doses to about 57.5 µM), for the others: at the highest dose activity change, negative = inhibition, most hits filed as inhibitors | PGK/GAPDH coupled, Kinase-Glo luminescence, 60 min | 380,000 tested, 0.043% active; also: potency is read from the fitted curve at half-maximal effect; % is scaled to controls: 0 for no effect and ±100 for the full control effect; nearly all actives have a fitted effect of over 60% in size
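Recombinant glycosomal PGK reaction used 1,3-bisphosphoglycerate generated in-well by GAPDH (100nM final) in 100mM TEA pH 7.6, 5mM MgCl2, 0.01% Tween-20. After 60 minutes at room temperature, ATP was read by Kinase-Glo Plus luminescence end-point.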
USP1 inh – USP1/UAF1 (human) deubiquitinase inhibition; O94782; recombinant USP1/UAF1, Ub-Rhodamine cleavage fluorescence; Potency, µM (top dose mostly 57.1 µM), without a hit: at the highest dose activity change, negative = inhibition, usual class: inhibitors; 390,000 tested, 0.23% active; also: potency is read from the fitted curve at half-maximal effect; % is scaled to controls: 0 for no effect and ±100 for the full control effect; nearly all actives have a fitted effect of over 60% in size; inactives centre near -12
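USP1/UAF1 complex (1 nM) preincubated 15 min at room temperature with compound, then Ub-Rho substrate (150 nM final) added. Kinetic fluorescence at 480/540 nm over 6 reads at 60 s intervals; 50 mM HEPES pH 7.8, 0.5 mM EDTA, 0.1 mg/ml BSA, 1 mM TCEP, 0.01% Tween-20.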
PI4K2A block – PI4K2A (human) kinase inhibition. activity change, negative = inhibition, % at 76.9 µM. Q9BTU6. 420,000 tested, 0.13% active. AID 1346378. purified PI4K2A, ADP-Glo luminescence, 1 h; hits give low values; in the data active = activity change below about -50%; inconclusive = mostly about -30% to -49%;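 also: -100% = wells without enzyme as full effect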
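Compounds are screened against recombinant PI4K2A using PI as substrate and ATP, the latter dispensed at 300 microM. Reactions run one hour at ambient temperature before ADP-Glo detection; full inhibition defined by wells lacking enzyme.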
* marks the source's active call; other numbers are inactive results; i = inactive; ? = inconclusive; . = no result given; [ ] = dose if it differs, or a comment. Unless noted, calls follow the shape of the dose curve; as a rule, active = well fitted curve in the direction sought with a large enough effect; inconclusive = small, poorly fitted or top-dose-only effect, or another doubt; inactive = no such curve, though single readings can be large; an effect the other way counts as inactive or inconclusive.

item | SMILES | Pin1 inh | mIDH1 inhibitor | TrxR1 inh | GLS inhibitor | TrxR1 substrate
1 | O=C(c1cc(-c2ccco2)on1)N1CCCc2ccccc21 | ? | 3% | ? | 4% | 6%
2 | Cc1cc2c(C)nc(N/N=C/c3ccccc3)nc2o1 | 6% | 1% | -9% | 10% | -11%
3 | Cc1cc(=O)n(Cc2ccc(F)cc2Cl)c2c1c(C)nn2-c1ccccc1 | -10% | -14% | 32%[57.1 µM] | 0% | 8%[57.1 µM]
4 | O=C1NC2(CCCCCC2)C(=O)N1Cc1c(F)cccc1Cl | -4% | 8% | 37%[activator] | 3% | 11%
5 | Clc1ccc(NCn2cncn2)nc1 | -6% | -3% | -4%[57.1 µM] | 20% | 4%[57.1 µM]
6 | C/C(Cn1nnc([N+](=O)[O-])n1)=N\NC(=O)c1ccc(C)cc1 | -1% | 19% | -6% | 1% | -10%
7 | CN(C)S(=O)(=O)c1ccc(N2CCCC2)c(C(=O)OCC(=O)N2CCN(c3ccccc3)CC2)c1 | 6% | -1% | 12% | 14% | 3%
8 | CN(C)CC(C)(C)CNCc1cc(=O)oc2ccc3ccccc3c12 | -1% | -3% | 21% | -3% | 6%
9 | COc1ccccc1CNC(=O)CCNS(=O)(=O)c1cccc2nonc12 | -3% | 7% | -13% | -2% | -2%
10 | Cc1cc(NC(=O)c2ccc(F)cc2)ccc1-c1cc2ccccc2oc1=O | 18% | 29% | 91%[activator] | -1% | 52%[activator]
11 | O=C(CSc1nc(=O)[nH]c2c1CCCC2)NCc1ccccc1 | -7% | -6% | 16%[57.1 µM] | -3% | 1%[57.1 µM]
12 | OCC1=C[C@@H](O)[C@@H]2C=CO[C@@H](O[C@@H]3O[C@H](CO)[C@@H](O)[C@H](O)[C@H]3O)[C@H]12 | -3% | -4% | 22% | 6% | 7%

item | HP1b chromo inh | PGK inhibitor | USP1 inh | PI4K2A block
1 | -8% | -13% | -1% | -11
2 | 29% | -2% | 5% | 0
3 | 24% | -2% | -17% | 3
4 | 24% | -3% | ? | -2
5 | 18% | 10% | -1% | -9
6 | 24% | -3% | -6% | -3
7 | 1% | 0% | -2% | -4
8 | 21% | -1% | -17% | 2
9 | 20% | 15% | -5% | 1
10 | 24% | -7% | -14% | -1
11 | 20% | -4% | 1% | 2
12 | 24% | 8% | -9% | 0

Compound profiles, from the list above.
`O=C(CSc1nc(=O)[nH]c2c1CCCC2)NCc1ccccc1` reads Pin1 inh: -7%; mIDH1 inhibitor: -6%; TrxR1 inh: 16%[57.1 µM]; GLS inhibitor: -3%; TrxR1 substrate: 1%[57.1 µM]; HP1b chromo inh: 20%; PGK inhibitor: -4%; USP1 inh: 1%; PI4K2A block: 2
`Clc1ccc(NCn2cncn2)nc1` reads Pin1 inh: -6%; mIDH1 inhibitor: -3%; TrxR1 inh: -4%[57.1 µM]; GLS inhibitor: 20%; TrxR1 substrate: 4%[57.1 µM]; HP1b chromo inh: 18%; PGK inhibitor: 10%; USP1 inh: -1%; PI4K2A block: -9

The listing continues.
item | SMILES | Pin1 inh | mIDH1 inhibitor | TrxR1 inh | GLS inhibitor | TrxR1 substrate
13 | Cc1cc(C)n(S(=O)(=O)c2ccc(Cl)cc2)n1 | 4% | 0% | -3%[57.1 µM] | 4% | -8%
14 | Cc1ccc(C(=O)COC(=O)CN2C(=O)C3CC=CCC3C2=O)cc1C (centres undefined) | . | 4% | . | -9% | .
15 | CC(C)CCNc1nc2c(S(=O)(=O)c3ccc(Br)cc3)nnn2c2ccsc12 | 8% | 15% | 36% | -2% | 17%
16 | Cc1ccc(-c2c(C3C4C=CCC(C)C4C(=O)N3Cc3ccccc3)ccc3ccccc23)cc1 (centres undefined) | -1% | . | 29%[57.1 µM] | . | 0%
17 | CSc1nc2ccc(S(=O)(=O)N3CCc4ccccc43)cc2s1 | 3% | 2% | 13% | -2% | -3%
18 | COC(=O)c1c(C)[nH]c(C(=O)CSc2nnnn2-c2ccccc2)c1C | 15% | 2% | 6% | 1% | -4%
19 | C=CCn1c(-c2cccs2)nc2ccccc21 | 0% | 10% | -21% | 5% | 35%[activator][57.1 µM]
20 | Clc1ccc(-c2nc3ccc(Cl)cn3c2Cc2ccccc2)cc1 | . | 17% | . | -2% | .
21 | COc1ccc(C2C(C(=O)OC(C)C)=C(C)N=c3s/c(=C\c4cccs4)c(=O)n32)cc1 (centres undefined) | ? | -7% | 21%[57.1 µM] | -2% | 4%[57.1 µM]
22 | CCOCCCNC(=O)CCSc1ccc(C)cc1 | -4% | 10% | -11% | 9% | -8%
23 | Cc1ccc(-n2c(SCC(=O)OC(C)C)nnc2-c2ccccn2)cc1 | -4% | 5% | 10% | 10% | 2%
24 | O=C(NC1CCCC1)c1ccc2c(=O)n(Cc3ccccc3)c(SCc3ccccc3F)nc2c1 | -2% | -3% | 27%[57.1 µM] | -10% | 3%[57.1 µM]

item | HP1b chromo inh | PGK inhibitor | USP1 inh | PI4K2A block
13 | 67%[activator] | 9% | 1% | 0
14 | . | i | -15% | 2
15 | 56%[activator] | -1% | -16% | -8
16 | 34% | . | . | .
17 | 62%[activator] | i | -12% | 0
18 | 23% | -4% | -16% | -15
19 | 19% | i | -10% | -6
20 | . | -2% | -28% | 2
21 | -5% | -3% | ? | -15
22 | 43%[activator] | -5% | -23% | 3
23 | 18% | -7% | -1% | 0
24 | 11%[57 µM] | i | 1% | 3

More structures follow:
item | SMILES | Pin1 inh | mIDH1 inhibitor | TrxR1 inh | GLS inhibitor | TrxR1 substrate
25 | O=C(NC(Cc1ccccc1)C(=O)N1CCCCCC1)c1ccccc1 (centres undefined) | -5% | 8% | 12% | 4% | -6%
26 | CC(C)CCN1CCN(Cc2cccn2-c2cccnc2)CC1CCO (centres undefined) | -3% | -6% | -8% | 3% | -8%
27 | Cc1ccccc1-n1cc(CNC(=O)C2CCC(=O)N(C3CC3)C2)cn1 (centres undefined) | -1% | 9% | -5% | 4% | -10%
28 | O=C(Nc1ccc(C(=O)O)cc1)/C(=C\c1ccc([N+](=O)[O-])cc1)NC(=O)c1ccco1 | . | -2% | . | 6% | .
29 | Cc1cnc(NC(=O)CC2CCCC2)s1 | 0% | -3% | 0% | 14% | -5%
30 | COc1ccc(N2CCN(C(=O)COC(=O)CNC(=O)c3cccc(OC(F)F)c3)CC2)cc1 | 1% | 10% | 23% | 30%[activator] | 6%
31 | COc1ccc(CCCC(=O)NC2CCCCC2C)c(C)c1 (centres undefined) | ? | 3% | 18% | -6% | 8%
32 | O=C(Nc1ccc([N+](=O)[O-])cc1)c1nc[nH]c1C(=O)NC1CCCCC1 | 0% | -14% | 23% | 2% | 0%
33 | CC(C)N(Cc1nc(-c2ccc3c(c2)OCO3)no1)Cc1nccn1C | 2% | 11% | 29% | 1% | 2%
34 | CCCCCOc1ccc(/C=C/C(=O)Nc2sc(C(C)=O)c(C)c2C(=O)OCC)cc1OC | 1% | -6% | 14% | 11% | -2%
35 | Cc1cccc(NC(=O)Cn2c(=O)oc3cc(S(=O)(=O)NC4CCCC4)ccc32)c1 | -1% | 8% | 6% | 3% | -2%
36 | COc1cccc(NC(=O)CC2S/C(=N\S(=O)(=O)c3ccccc3)N(c3ccccc3)C2=O)c1 (centres undefined) | 37%[activator] | 1% | 15% | 6% | 4%

item | HP1b chromo inh | PGK inhibitor | USP1 inh | PI4K2A block
25 | 26% | -7% | -18% | 2
26 | 12% | i | -11% | 0
27 | 22% | -6% | -11% | 2
28 | . | 2% | -25% | -1
29 | 23% | 13% | -3% | 6
30 | 31% | -1% | -20% | 0
31 | 16% | . | -19% | 3
32 | 20% | i | -12% | -3
33 | -2% | -9% | -11% | 2
34 | 46%[activator] | -6% | ? | 1
35 | 46%[activator] | i | ? | 0
36 | 39%[activator] | 1% | -22% | -1

Further results follow.
item | SMILES | Pin1 inh | mIDH1 inhibitor | TrxR1 inh | GLS inhibitor | TrxR1 substrate
37 | O=C(CCCOc1ccc(Cl)cc1Cl)N/N=C/c1ccccc1O | 2% | 5% | 5% | 11% | -3%
38 | COc1ccc([N+](=O)[O-])cc1NCc1ccccc1C | 2% | 0% | 13% | 26% | -9%
39 | CC(C)(Oc1ccc(Cl)cc1)C(=O)NCCCn1ccnc1 | -1% | 1% | 9% | 0% | 10%
40 | CCCn1c(=O)c2ccccc2n2c(SCC(=O)N3CCc4ccccc4C3)nnc12 | 6% | 10% | 8% | -4% | 4%
41 | FC(F)(F)c1cccc(-c2nnc(-c3ccccc3)c(N3CCOCC3)n2)c1 | 4% | 7% | -3% | 3% | -8%

item | HP1b chromo inh | PGK inhibitor | USP1 inh | PI4K2A block
37 | 33% | -2% | -13% | 0
38 | 75%[activator] | . | -16% | 3
39 | 12% | -9% | -25% | 0
40 | 30% | -4% | -14% | -1
41 | 18% | i | -7% | -4

This is a subset. The share of hits here may be higher or lower than overall.
